Bioassay records deposited in PubChem by several laboratories.
Hsp70 act = Hsp70 transcriptional activators, primary screen, cell-based, HeLa, Hsp70 promoter luciferase, luminescence, 10 µM; activation, % at 10 µM; 0.04% of 200,000 active; AID 1203, 2008; HeLa Hsp70 promoter luciferase reporter; scaled: vehicle 0, proteasome-inhibitor control 100%;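 active = activation above the mean across all tested compounds plus 3 SD, cutoff set per campaign, cut at about 5.5% in these data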;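 also: 100% = MG132 at 30 µM as the positive control and 0% = DMSO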
DTT redox prof = compounds producing H2O2 with reducing agent – biochemical, NIH compound library profiling, artefact control for MLSCN library redox annotation, primary screen; 0.03% of 200,000 active; AID 878, 2007; activation, % at 10 µM; DTT-dependent redox cycling H2O2, phenol red/HRP absorbance; 100% = 100 µM peroxide control, 0% = buffer;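 active = activation of at least 50% relative to the plate's high and low controls in the primary single-dose screen; inactive = activation below 50%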;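 also: compound incubated with DTT at 0.8 mM final as the reducing agent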
APP transl inh = inhibitors of APP translation via 5'UTR reporter, primary screen, APP 5'UTR luciferase, SH-SY5Y cells. 0.82% of 190,000 active. SH-SY5Y APP 5'UTR-luciferase reporter, luminescence. inhibition, % at 2 µM;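 active = inhibition above a set limit, derived from the sample mean plus 3 SD, cut at about 45% in these data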; also: values of inactives mirror those of a sister screen read the other way
APP 5'UTR act = activators of APP 5'UTR luciferase reporter, primary screen, SH-SY5Y cells; SH-SY5Y APP 5'UTR luciferase reporter, luminescence; zero percent = DMSO vehicle wells; activation, % at 2 µM; 1% of 190,000 active; AID 1276, 2008;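 active = activation above a set limit, based on mean plus 3 SD of controls, cut at about 140% in these data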; also: values of inactives mirror those of a sister screen read the other way
G6PDH counter = L. mesenteroides G6PDH inhibitors, counter-screen for G6PDH-coupled screening assays, biochemical, Leuconostoc mesenteroides enzyme | glucose-6-phosphate dehydrogenase [Leuconostoc mesenteroides] | Purified L. mesenteroides G6PDH, diaphorase/resazurin coupled fluorescence, 45 min | inhibition, % at 5 µM | 0.12% of 200,000 active; in the data active = inhibition above about 50%
FLuc inh counter = firefly luciferase enzyme inhibitors, primary screen, artefact control for luciferase-based inhibitor screens, biochemical, luminescence, ATPLite | inhibition, % at 10 µM | 10 min | AID 1006, 2008 | 1.5% of 200,000 active;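 active = inhibition above about 50% when tested at 10 µM, limit read from the data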
Target sequence (P08659 whole entry, looked up): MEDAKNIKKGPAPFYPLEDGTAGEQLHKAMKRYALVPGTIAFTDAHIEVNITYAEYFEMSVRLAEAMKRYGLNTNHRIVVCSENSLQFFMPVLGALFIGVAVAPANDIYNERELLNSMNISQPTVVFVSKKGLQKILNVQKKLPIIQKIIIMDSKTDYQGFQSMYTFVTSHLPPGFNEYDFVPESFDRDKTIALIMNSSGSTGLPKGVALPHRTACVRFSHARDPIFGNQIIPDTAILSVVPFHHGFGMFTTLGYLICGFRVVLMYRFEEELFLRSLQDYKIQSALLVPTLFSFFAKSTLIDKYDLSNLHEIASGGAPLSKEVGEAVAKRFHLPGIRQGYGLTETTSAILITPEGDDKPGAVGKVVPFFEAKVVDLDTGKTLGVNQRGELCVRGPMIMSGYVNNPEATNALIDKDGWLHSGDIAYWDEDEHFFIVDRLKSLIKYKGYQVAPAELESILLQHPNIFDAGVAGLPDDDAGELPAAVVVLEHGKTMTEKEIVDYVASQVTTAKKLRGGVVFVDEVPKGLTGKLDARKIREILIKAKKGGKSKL
HMGR II inh = inhibitors of E. faecalis class II HMGR, primary screen, biochemical, Enterococcus faecalis; HMG-CoA reductase (Enterococcus faecalis, mvaE); purified E. faecalis HMGR, NADPH absorbance 340 nm kinetic; inhibition, % at 10 µM; 0.41% of 190,000 active; AID 1066, 2008;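 active = inhibition above a set limit, the median over all tested compounds plus 3 SD, cut at about 9.5% in these data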;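 also: enzyme runs in reverse so mevalonate oxidation gives rising NADPH absorbance; 0% = complete reaction with DMSO and 100% = background rate lacking mevalonate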
NF-kB expr up = activators of NF-kB expression in neurons, primary screen, cell-based, HTS; human neuronal cells, NF-kB reporter expression; hits give high values; fold change at 12.5 µM; 1.6% of 190,000 active; in the data active = fold change above about 3.3
FLuc act counter = FLuc activators, initial screening, artefact control for FLuc-dependent activation tests, biochemical, ATPlite luminescence | AID 1027, 2008 | 200,000 tested, under 10 active | ATPlite luciferase biochemical, 10 min; 0 = ATP-free wells, 1 = DMSO control | Luciferin 4-monooxygenase (Photinus pyralis), P08659 | activation factor at 10 µM;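 active = luciferase activation factor, scaled between plate controls, of at least 2 with compound at 10 µM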
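Assay system: Luciferase/luciferin detection reagent, cell-free biochemical luciferase assay / Read-out: luciferase activation / Benchmarks: No-ATP low control, compound-free enzyme-plus-ATP high control / Medium: PBS buffer for ATP / Detection: luminescence measurement of luciferase light output / Schedule: 10 min at ambient temperature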
STAT1 act = STAT1 signaling activators, primary screen, cell-based, HTS, luciferase reporter | 2.6% of 200,000 active | AID 932, 2007 | NIH 3T3 STAT1-luciferase reporter, IFN-gamma, luminescence; 100% = IFN-gamma alone, no compound | activation (% of control), % at 5.5 µM;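 active = activation above the screen-wide mean activation plus 3 SD, cut at about 130% in these data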;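 also: raw ratio to IFN-gamma control signal so 100% means no change and 0% no light; values of inactives mirror those of a sister screen read the other way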
The depositor's hits bear a star.

Compound,Hsp70 act,DTT redox prof,APP transl inh,APP 5'UTR act,G6PDH counter,FLuc inh counter,HMGR II inh,NF-kB expr up,FLuc act counter,STAT1 act
O=C1N=C(N2CCOCC2)S/C1=C/c1ccc(-c2ccccc2Cl)o1,-0.1,2.9,-13,13,-36,-2,-1,1.1,1,101
O=C(CCCN1C(=O)c2ccccc2C1=O)Nc1nccs1,-0.2,0.1,5,-5,1,-2,0,0.93,1,103
CCn1nnc(NC(=O)c2ccc(-c3ccccc3[N+](=O)[O-])o2)n1,0.0,0.0,-14,14,0,12,-1,0.96,0.9,121
O=C(COC(=O)Cn1c(C(F)(F)F)nc2ccccc21)Nc1ccc2c(c1)OCCO2,-0.2,0.1,11,-11,12,-5,-2,1.1,1,96
CCCc1[nH]nc2c1C(c1ccccc1OC)C(C#N)=C(N)O2 (centres undefined),-0.3,0.5,0,0,1,-4,-1,0.94,1,96
O=C(Nc1ccccc1)c1cccnc1N1CCCC1,-0.3,0.0,2,-2,0,-3,3,0.9,1,99
Cc1ccc(C2=[N+]([O-])C3(CCCCC/C3=N\NC(N)=O)N(O)C2(C)C)o1 (centres undefined),-0.2,0.0,3,-3,-1,-5,-1,0.92,1.1,103
CCn1c(SCC(=O)NCc2ccc3c(c2)OCO3)nnc1-c1ccncc1,-0.3,-1.1,16,-16,-2,-4,-7,0.93,1,97
C=CCn1c(SCC#N)nc2c(c1=O)C(C)(C)Cc1ccccc1-2,0.4,-1.9,1,-1,20,0,5,0.75,1,98
Cc1ccc(Nc2c([N+](=O)[O-])cc(C(=O)N3CC(=O)Nc4ccccc43)cc2[N+](=O)[O-])c(C)c1,-0.3,1.2,-2,1,10,-3,-5,1,1,99
Cc1cccc(NC(=O)CS(=O)(=O)Cc2ccccc2)n1,0.1,-2.1,-7,7,0,-1,-1,1.1,1,106
COc1cc(-c2nc(-c3ccc(Br)o3)no2)cc(OC)c1OC,-0.5,-1.0,0,0,0,-8,-4,1.1,1.1,108
O=C(c1cccn(Cc2ccc(Cl)c(Cl)c2)c1=O)N1CCOCC1,-0.3,3.0,7,-7,0,2,-3,1.1,1,103
CC(c1c(O)c2ccccc2[nH]c1=O)C1(C)CCC(O)C(C)(C)O1 (centres undefined),-0.1,0.3,13,-13,8,-10,-5,1.2,1.1,98
Cc1nc2cc(N3CCN(C)CC3)c(NC(=O)Cc3ccccc3)cc2c(=O)n1Cc1ccccc1,-0.1,-3.1,-7,7,8,2,0,0.25,1,93
COc1ccc(CNC(=O)CCC(=O)N2CCN(S(=O)(=O)c3ccc(Cl)cc3)CC2)cc1,-0.2,0.6,-15,15,6,-3,2,0.99,1,100
COc1ccccc1N1C(=O)C2CCC(c3ccccc3)CC2C1=O (centres undefined),-0.4,-0.2,8,-8,1,-6,-1,1.1,1.1,96
CCn1nc(C)c(/C=N\NC(=O)c2cccc(OC)c2)c1C,0.0,-0.7,1,-1,20,11,-3,0.96,0.9,97
O=C(CSc1ccc(-c2nc3ccccc3[nH]2)cn1)Nc1ccc(S(=O)(=O)NC2CC2)cc1,-0.2,-0.1,-12,12,-20,30,0,0.75,0.7,103
Cc1cccc(NC2(C(F)(F)F)N=C3SCCN3C2=O)n1 (centres undefined),-0.3,0.0,-7,7,2,-6,1,1.2,1.1,99
Cn1cc(NC(=O)OCc2ccc(Cl)cc2)c(C(F)(F)F)n1,-0.5,-1.3,-7,7,10,-4,3,3.5*,1,178*
Cc1cc(C(=O)Nc2sc3c(c2C#N)CCC(C)C3)no1 (centres undefined),0.2,2.8,-66,66,-26,72*,4,1.1,0.3,139*
COc1ccc(C2C(C#N)=C(N)Oc3n[nH]c(C)c32)cc1Cn1nnc2ccccc21 (centres undefined),-0.5,1.6,13,-13,8,-9,-13,1.4,1.1,99
CCn1c(C(=O)N2CCCC(C(=O)O)C2)cc2sccc21 (centres undefined),-0.4,0.2,-17,17,0,-4,-3,1.1,1,99
O=C(/C=C/c1cccc([N+](=O)[O-])c1)c1ccc2c(c1)OCCO2,-0.2,-0.5,-8,8,-26,17,-4,1.2,0.8,109
O=C(CSc1nc2ccccc2o1)NCC(=O)c1ccccc1,-0.1,0.4,0,0,18,6,1,1.3,0.9,98
O=C(NCC(=O)N1CCN(c2ncccn2)CC1)c1cccs1,-0.1,5.4,-14,14,0,3,3,1.7,1,112
O=C(NC(=O)c1ccccc1)OCCN1C(=O)c2ccccc2C1=O,-0.1,-1.2,-24,24,6,-6,-6,1,1.1,99
CCn1ncc(Br)c1C(=O)Nc1ccc2c(c1)OCCO2,-0.5,-0.1,-10,10,-2,6,-1,1.4,0.9,116
O=C(NCC1COc2ccccc2O1)c1ccc(NC(=O)c2ccco2)cc1 (centres undefined),-0.2,-0.4,-3,3,12,-7,-1,1.1,1.1,103
Cn1c2ccccc2c2nnc(SCc3ccc4nonc4c3)nc21,-0.5,2.5,-18,18,-63,-9,-3,1.4,1.1,93
COC(=O)c1ccc(Oc2nc(Nc3ccc(C)c(C)c3)nc(N(C)C)n2)cc1,-0.1,0.0,-8,8,1,-5,-8,0.44,1.1,96
Cc1ccnc(SCC(N)=O)n1,0.0,-0.9,7,-7,7,-2,-2,1.2,1,101
O=C(NNS(=O)(=O)c1ccc2ccccc2c1)NC1CCCCC1,-0.1,-0.4,-11,11,5,-10,1,1.1,1.1,107
CN(Cc1ccccc1)C(=O)c1nc2ccccn2c1CNCCCOc1cccnc1,-0.3,-0.3,22,-22,16,-10,0,1.3,1.1,95
COc1ccc(C2C3=C(CCCC3=O)Nc3ccc4ncccc4c32)cc1OC (centres undefined),0.1,-1.4,0,0,18,7,-4,1.8,0.9,103
CCOC(=O)CC1(c2ccccc2)CCOC(C)(C)C1 (centres undefined),-0.2,0.0,2,-2,3,-8,2,0.87,1.1,90
CCCn1[nH]cc(SC)c(=O)c1=O,-0.1,1.2,1,-1,2,-6,-5,1.1,1.1,101
O=C(CC1Sc2ccccc2NC1=O)OCc1cc(=O)oc2cc(O)ccc12 (centres undefined),-0.6,-0.1,-6,6,0,-4,1,0.47,1,101
Cc1oc(-c2cc(F)ccc2F)nc1CN1CCN(C)C(=O)[C@@H]1C,-0.2,-1.1,12,-12,2,-5,-7,1.2,1,92
CCc1nnc(NC(=O)Cn2nc(-c3ccc(OC)c(OC)c3)ccc2=O)s1,0.0,0.4,-3,3,5,-5,-8,1,1,102
CC(=O)c1cnc2nc(C(F)(F)F)nn2c1C,0.1,1.0,-7,7,9,-9,5,1.2,1.1,96
O=C1c2ccccc2C(O)N1c1cccnc1 (centres undefined),-0.2,-1.1,5,-5,5,-6,-6,1.4,1.1,102
O=S(=O)(c1cccc(-c2nnc(-c3cccnc3)o2)c1)N1CCCCC1,-0.1,0.0,-6,5,3,-4,3,0.94,1,102
COc1ccc(N2C(=O)C(CC(=O)Nc3ccccc3)N(CCc3ccc(OC)c(OC)c3)C2=O)cc1 (centres undefined),-0.3,-0.5,0,0,4,-5,4,0.87,1,108
COc1ccc(C2OC(=O)CC2C(=O)NC2CCCCCC2)cc1OC (centres undefined),-0.1,1.7,18,-17,2,-4,-2,1.1,1,105
CCOc1ccc(C(O)c2nccn2C)cc1 (centres undefined),0.5,0.9,13,-13,5,-9,1,1.1,1.1,98
CCN1CCN(C(=O)c2ccccc2N(Cc2ccccc2)S(C)(=O)=O)CC1,0.0,0.5,15,-15,3,-6,0,0.95,1.1,102
O=[N+]([O-])c1ccc(Oc2ccc(F)cc2)c2ccncc12,0.0,0.2,0,1,2,-6,-1,0.82,1.1,82
CC(Oc1ccc(Cl)cc1)c1ccn[nH]1 (centres undefined),-0.1,-0.2,-9,9,11,-9,-5,1.2,1.1,94
CCCCSCc1cc(C(=O)O)oc1C(C)(C)C,0.0,-0.8,-10,10,3,3,0,0.96,1,94
COc1ccc2nc(N3CCC(C)CC3)c(C#N)cc2c1,-0.2,1.8,-60,60,-13,1,-1,1.7,1,112

Part of the list above in another layout.
Results follow in this order: Hsp70 act | DTT redox prof | APP transl inh | APP 5'UTR act | G6PDH counter | FLuc inh counter | HMGR II inh | NF-kB expr up | FLuc act counter | STAT1 act
- CC(Oc1ccc(Cl)cc1)c1ccn[nH]1 (centres undefined)
    -0.1 | -0.2 | -9 | 9 | 11 | -9 | -5 | 1.2 | 1.1 | 94
- O=C(NNS(=O)(=O)c1ccc2ccccc2c1)NC1CCCCC1
    -0.1 | -0.4 | -11 | 11 | 5 | -10 | 1 | 1.1 | 1.1 | 107
- Cc1ccnc(SCC(N)=O)n1
    0.0 | -0.9 | 7 | -7 | 7 | -2 | -2 | 1.2 | 1 | 101
